Screening data from PubChem BioAssay.
CHRM1 PAM – positive allosteric modulators of human M1 muscarinic receptor; P11229; CHO-K1 hM1, Fluo-8 calcium fluorescence, ACh EC20; 0% = ACh EC20, 100% = maximal ACh; activation, % at 3 µM; actives 0.088% (n = 360,000); in the data active = activation above about 19%, passing the limit was not always enough
Target sequence (P11229 whole entry, looked up): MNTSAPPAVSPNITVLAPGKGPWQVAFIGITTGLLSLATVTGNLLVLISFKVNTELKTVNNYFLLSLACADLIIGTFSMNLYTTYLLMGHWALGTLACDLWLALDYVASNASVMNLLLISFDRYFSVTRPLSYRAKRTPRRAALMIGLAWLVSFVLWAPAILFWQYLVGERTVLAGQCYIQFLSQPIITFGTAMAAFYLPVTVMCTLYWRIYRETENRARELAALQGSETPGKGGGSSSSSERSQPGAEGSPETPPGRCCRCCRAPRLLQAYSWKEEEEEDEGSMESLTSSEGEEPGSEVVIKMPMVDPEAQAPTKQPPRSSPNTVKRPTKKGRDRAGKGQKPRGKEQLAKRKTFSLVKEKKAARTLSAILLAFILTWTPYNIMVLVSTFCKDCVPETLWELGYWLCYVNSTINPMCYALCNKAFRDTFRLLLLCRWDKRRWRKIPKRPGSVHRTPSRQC
TAAR1 antagonist – human TAAR1 antagonism. Q96RJ0. CHO RD-HGA16 TAAR1, Fluo-8 calcium fluorescence, antagonist. inhibition, % at 3 µM. actives 1.5% (n = 360,000). AID 624466;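 active = inhibition above a per-plate cutoff, the mean inhibition of test compounds on that plate plus 3 SD, cut at about 49% in these data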;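 note: 0% = DMSO plus EC80 beta-PEA response and 100% = DMSO alone without agonist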
Target sequence (Q96RJ0 whole entry, looked up): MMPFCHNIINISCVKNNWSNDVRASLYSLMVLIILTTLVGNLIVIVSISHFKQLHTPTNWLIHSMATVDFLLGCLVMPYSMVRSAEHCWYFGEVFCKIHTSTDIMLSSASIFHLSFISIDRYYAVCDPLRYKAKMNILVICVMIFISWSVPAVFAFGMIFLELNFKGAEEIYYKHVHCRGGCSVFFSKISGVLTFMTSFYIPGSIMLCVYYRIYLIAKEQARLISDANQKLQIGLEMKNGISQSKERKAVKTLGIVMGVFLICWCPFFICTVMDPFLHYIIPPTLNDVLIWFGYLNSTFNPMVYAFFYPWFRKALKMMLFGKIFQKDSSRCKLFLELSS
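test system = CHO RD-HGA16 cells bearing hTAAR1 | replication = singlicate | controls = DMSO-only wells and EC80 β-PEA-stimulated wells | reagent = EC80 β-phenethylamine stimulus | read-out basis = percent inhibition of PEA-evoked calcium signal, max/basal emission ratio | schedule = seeding 17-24 h prior, 75-min 37 °C, 30-min RT dye loading | signal = kinetic Fluo-8 calcium fluorescence measurement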
CHRM1 agonist – agonists of human M1 muscarinic receptor; P11229; activation, % at 3 µM; AID 588814; CHO-K1 hM1, Fluo-8 calcium fluorescence, agonist mode; 0% DMSO, 100% acetylcholine EC100; actives 0.33% (n = 360,000);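 active = activation above the run's mean compound activation plus 3 SD, cut at about 16% in these data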;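 note: peak over basal fluorescence ratio within a 140 s kinetic read after compound addition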
CHO-K1 Ca antag – nonselective inhibitor or artifact in parental CHO-K1 cells. ATP-induced calcium, Fluo-8 fluorescence. inhibition, % at 3 µM. actives 0.6% (n = 360,000). AID 602250;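 active = inhibition above a per-plate cutoff, the plate's mean sample inhibition plus 3 SD, cut at about 24% in these data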;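 note: 0% = DMSO plus EC80 ATP and 100% = DMSO alone without ATP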
CHO parental Ca – counter-screen for OX1R antagonists: effect in parental CHO cells; parental CHO-K1, ATP-induced calcium, Fluo-8 fluorescence; AID 463079; inhibition, % at 5.6 µM; actives 0.63% (n = 330,000);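 active = inhibition above that plate's mean sample inhibition plus 3 SD, cut at about 26% in these data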;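 note: 0% = ATP-challenged DMSO wells and 100% = DMSO wells without ATP; some compounds past the cut are filed as inactive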
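Assay system – parental CHO cells · Reagent – ATP stimulus · Detection – intracellular calcium via Fluo-8 no-wash fluorescent dye · Evaluation – percent inhibition of ATP-evoked calcium rise, normalized to controls · Controls – ATP wells versus no-ATP DMSO wells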
CHO-K1 Ca ag – M1 agonist counterscreen hit in parental CHO-K1 cells; Fluo-8 calcium fluorescence; scaled to maximal ATP response, vehicle zero; activation, % at 3 µM; actives 0.48% (n = 360,000); in the data active = activation above about 15%;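 note: untransfected CHO-K1 host cells lacking M1 receptor as counterscreen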
TAAR1 ag – human TAAR1 agonism. Q96RJ0. activation, % at 3 µM. CHO RD-HGA16 TAAR1, Fluo-8 calcium fluorescence; vehicle wells 0%, saturating PEA agonist 100%. AID 624467. actives 0.99% (n = 360,000);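 active = activation above the mean activation of all test compounds in the run plus 3 SD, cut at about 38% in these data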
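System: CHO RD-HGA16 cells carrying human TAAR1 plus Gα16; Incubation: 17-24 h seeding, 75 min 37 °C dye, 30 min RT; Measured by: Fluo-8 fluorescence, 5 s baseline then 140 s kinetic read; Control set: DMSO and PEA EC100; Replication: single well for each compound.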
CHRM1 antagonist – blocks human M1 muscarinic receptor; AID 588852; P11229; actives 1.3% (n = 360,000); inhibition, % at 3 µM; CHO-K1 hM1, Fluo-8 calcium fluorescence, ACh EC80 antagonist;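 active = percent inhibition above its own plate's cutoff, namely the mean of that plate's compound wells plus 3 SD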;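 note: peak over basal fluorescence ratio during 140 s after agonist addition; 0% = ACh EC80 plus DMSO and 100% = DMSO alone without agonist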
M1 PAM parental – counter-screen for M1 PAMs: effect in parental CHO-K1 cells. ATP EC20, Fluo-8 calcium fluorescence; 0% at ATP EC20, 100% at ATP max. activation, % at 3 µM. actives 0.02% (n = 360,000). AID 602247;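 active = activation above the run cutoff, the mean activation of all test compounds plus 3 SD, cut at about 40% in these data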;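 note: peak over basal fluorescence ratio in a 140 s read after ATP addition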
An asterisk follows results filed as active; . = no result given.

#1 Cc1nnc(SCC(=O)Nc2ccccc2)n1CCc1ccccc1
#2 O=C(Nc1ccc2c(c1)CCC2)c1ccccc1Br
#3 COCCn1c(SCC(=O)N2CC(C)OC(C)C2)nc2c([nH]c3ccccc32)c1=O (stereo not given)
#4 COC(C(=O)NNC(=O)CCc1ccccc1)c1ccccc1 (stereo not given)
#5 O=C1CCCC(O)=C1C=Nc1ccc2c(c1)oc1ccccc12
#6 CCOC(=O)Cc1csc(SCC(=O)Nc2cccc(Cl)c2)n1
#7 COc1ccc(C2/C=C\CN(CC(C)(C)C)CC(=O)N2Cc2ccc(F)cc2)cc1 (stereo not given)
#8 O=S(=O)(NCC1CC1)c1ccc(F)c(Cl)c1

Assay by compound	1	2	3	4	5	6	7	8
CHRM1 PAM	0	-14	1	8	-2	-10	1	9
TAAR1 antagonist	4	-6	-18	8	-7	25	1	-4
CHRM1 agonist	11	-6	-3	-1	-4	0	-5	-5
CHO-K1 Ca antag	-16	-6	-5	-17	-6	15	-12	-12
CHO parental Ca	-6	-22	-5	-2	-5	10	-22	-6
CHO-K1 Ca ag	0.7	-0.3	1.0	0.1	0.5	7.0	-0.1	1.8
TAAR1 ag	2	6	5	0	2	9	7	-1
CHRM1 antagonist	-1	20	-2	-11	7	12	0	-12
M1 PAM parental	20	-11	7	11	4	-7	10	15

#9 COc1ccccc1/C=N/NC(=O)CSc1ccc2ccccc2n1
#10 COc1ccccc1OCCNC(=O)c1ccccc1C
#11 CCOC(=O)C1=C(C)N=c2s/c(=C\c3ccc(C(=O)O)cc3)c(=O)n2C1c1ccc(OC)cc1OC (stereo not given)
#12 COc1ccc(/C=N/NC(=O)CCCCCNC(=O)c2ccccc2)cc1
#13 CC(=O)Oc1cccc(N2C(=O)C3CC=C(Cl)CC3C2=O)c1 (stereo not given)
#14 CCCC(=O)c1ccc(OCc2cn(CC(=O)c3ccc(O)cc3)nn2)cc1
#15 O=C(c1ccccc1C(F)(F)F)N1CCN(S(=O)(=O)c2ccccc2)CC1
#16 Cc1cc(C)n2c(SCC(=O)NC3CCCCC3C)nnc2n1 (stereo not given)

Assay by compound	9	10	11	12	13	14	15	16
CHRM1 PAM	2	10	14	1	6	9	3	14
TAAR1 antagonist	-14	-20	-1	-8	-7	12	9	-5
CHRM1 agonist	-3	-2	-2	-5	-4	0	-3	-1
CHO-K1 Ca antag	8	6	9	-11	-4	-23	-17	-10
CHO parental Ca	-13	-11	-8	-20	-7	.	-9	-20
CHO-K1 Ca ag	0.2	0.2	0.4	0.1	-0.1	2.1	0.6	0.1
TAAR1 ag	4	7	-1	3	17	2	5	12
CHRM1 antagonist	0	-19	-12	0	-1	-13	-1	-13
M1 PAM parental	1	-7	18	13	18	22	23	15

#17 Cn1c(N)c(C(=O)CSc2nc(C3CC3)n(-c3ccccc3)n2)c(=O)n(C)c1=O
#18 O=C(c1ccccc1)N1CCN(CC(O)COCC2CC=CCC2)CC1 (stereo not given)
#19 O=C(O)c1cc(NCc2ccccc2)ccc1N1CCOCC1
#20 COc1ccccc1/C=C/C(=O)OC(C)CN1CCCCC1 (stereo not given)
#21 CCOC1=C2CN(S(=O)(=O)c3ccc(C)cc3)[C@H](c3ccccc3)C[C@H]2[C@H]2C(=O)N(c3ccccc3)C(=O)[C@H]2C1
#22 COc1cc(NC(=O)c2ccc3c(c2)C(=O)N(CCC(C)C)C3=O)c(C(=O)O)cc1OC
#23 Cc1ccc(S(=O)(=O)N2[C@@H](c3cccc(Cl)c3)C(C(=O)OC(C)(C)C)=CC[C@H]2c2ccc(C(C)C)cc2)cc1
#24 O=C(NC1CCN(C(=O)Nc2cccc(Cl)c2)CC1)c1ccccc1

Assay by compound	17	18	19	20	21	22	23	24
CHRM1 PAM	4	6	8	-14	2	9	-8	7
TAAR1 antagonist	5	-1	-2	-8	-8	4	-20	3
CHRM1 agonist	22*	-4	-1	-9	-3	-4	-1	-6
CHO-K1 Ca antag	-15	-17	1	-11	-3	-2	14	-3
CHO parental Ca	-15	-6	-4	-13	.	-10	.	4
CHO-K1 Ca ag	1.9	0.6	0.6	0.7	0.9	0.4	0.3	0.7
TAAR1 ag	32	12	4	0	0	0	0	1
CHRM1 antagonist	-13	-13	-10	5	-4	-12	20	-1
M1 PAM parental	14	9	4	-2	16	14	-5	6

#25 CCOc1ccc(NC(=O)CSc2nc3ccccc3nc2N2CC(C)OC(C)C2)cc1 (stereo not given)
#26 CC(=O)N1CCN(c2ccccc2NC(=O)COc2cc(C)cc(C)c2)CC1
#27 Cc1cc(C)n(-c2nc3ccccc3n3nnnc23)n1
#28 CC(C)c1ccc(S(=O)(=O)Nc2ccc(N3CCOCC3)cc2)cc1
#29 Cn1cc(C(=O)c2ccc(Cl)cc2)cc1-c1nc2ccccc2n1C
#30 COc1ccc(NC(=O)CSc2n[nH]c(C)c2[N+](=O)[O-])cc1
#31 Cc1n[nH]c(=O)c2c(NC(=O)CSc3nnc(-c4ccco4)n3C)oc(C)c12
#32 CC(C)C[C@@H](CO)NS(=O)(=O)c1cc(Cl)ccc1F

Assay by compound	25	26	27	28	29	30	31	32
CHRM1 PAM	2	0	0	3	-14	2	10	0
TAAR1 antagonist	-30	0	3	-6	43	-20	12	-17
CHRM1 agonist	-3	-7	-1	-1	0	-2	-7	-3
CHO-K1 Ca antag	13	0	-1	-1	3	-9	-16	-7
CHO parental Ca	-15	-18	-13	-24	33	10	-9	.
CHO-K1 Ca ag	0.2	2.3	-0.1	2.5	9.1	2.1	0.8	0.4
TAAR1 ag	-2	7	2	8	9	6	2	2
CHRM1 antagonist	3	-1	-12	-8	24*	-6	-9	1
M1 PAM parental	-6	12	-2	-11	0	21	14	17

#33 CN(C)c1cccc(C(=O)NNC(=O)/C=C/c2cccs2)c1
#34 CC1(C(=O)NC2CCCCCC2)CCC(=O)N1Cc1ccc2c(c1)OCO2 (stereo not given)
#35 O=C(Cc1ccccc1)Nc1ccc(NC(=S)NC(=O)c2ccccc2)cc1
#36 COc1cc(NC(=O)c2cccc(C)c2)c(OC)cc1NC(=O)CN1CCOCC1
#37 CCC(=O)N1CCC2(CC1)Oc1ccc(Cl)cc1C(=O)C21CC(c2ccc(Cl)cc2)=NO1 (stereo not given)
#38 CCc1n[nH]c(=S)n1/N=C/c1ccc(-c2ccc(Br)cc2)o1
#39 C/C(=N\N1CCN(Cc2ccccc2Cl)CC1)c1ccc([N+](=O)[O-])cc1
#40 COc1ccc(OCc2nc(-c3ccc(F)c(F)c3)cs2)cc1

Assay by compound	33	34	35	36	37	38	39	40
CHRM1 PAM	8	5	-8	7	-4	20	3	-3
TAAR1 antagonist	-20	7	-6	20	24	1	-42	8
CHRM1 agonist	-2	-4	-3	-3	-4	1	-6	-3
CHO-K1 Ca antag	-4	2	11	-15	-3	4	-10	1
CHO parental Ca	-11	-9	3	-12	-16	-10	-16	-15
CHO-K1 Ca ag	0.4	0.2	0.2	2.0	0.2	-0.5	1.3	0.0
TAAR1 ag	3	0	0	4	7	-1	5	0
CHRM1 antagonist	-12	-2	22	-4	-2	1	-14	11
M1 PAM parental	17	8	-30	16	-2	-21	11	-19

Records 36 to 40, reprinted for reference:
#36 COc1cc(NC(=O)c2cccc(C)c2)c(OC)cc1NC(=O)CN1CCOCC1
#37 CCC(=O)N1CCC2(CC1)Oc1ccc(Cl)cc1C(=O)C21CC(c2ccc(Cl)cc2)=NO1 (stereo not given)
#38 CCc1n[nH]c(=S)n1/N=C/c1ccc(-c2ccc(Br)cc2)o1
#39 C/C(=N\N1CCN(Cc2ccccc2Cl)CC1)c1ccc([N+](=O)[O-])cc1
#40 COc1ccc(OCc2nc(-c3ccc(F)c(F)c3)cs2)cc1

Assay by compound	36	37	38	39	40
CHRM1 PAM	7	-4	20	3	-3
TAAR1 antagonist	20	24	1	-42	8
CHRM1 agonist	-3	-4	1	-6	-3
CHO-K1 Ca antag	-15	-3	4	-10	1
CHO parental Ca	-12	-16	-10	-16	-15
CHO-K1 Ca ag	2.0	0.2	-0.5	1.3	0.0
TAAR1 ag	4	7	-1	5	0
CHRM1 antagonist	-4	-2	1	-14	11
M1 PAM parental	16	-2	-21	11	-19

New compounds follow:
#41 CC(C)N1CC2=C(OC(N)=C(C#N)C2c2cccnc2)/C(=C/c2cccnc2)C1 (stereo not given)
#42 CCOC(=O)c1cn(Cc2ccc(C)cc2)nn1
#43 COc1cc(/C=N/N2CCOCC2)ccc1OCc1ccc(Cl)cc1
#44 COc1ccc(OCC(=O)Nc2c3c(nn2-c2ccccc2)CS(=O)(=O)C3)cc1
#45 CCn1ncc(Br)c1C(=O)NC(C)c1ccccc1 (stereo not given)
#46 CCCCN1C(=O)CC(C(=O)O)C1c1ccc(OC)cc1 (stereo not given)
#47 C[C@H](CO)N1C[C@H](C)[C@@H](CN(C)S(=O)(=O)c2cn(C)cn2)OCc2cnnn2CCCC1=O
#48 Cc1cc(C)c(NC(=O)Cn2ncc3ccccc32)c(C)c1

Assay by compound	41	42	43	44	45	46	47	48
CHRM1 PAM	18	3	-4	6	14	5	-1	5
TAAR1 antagonist	-3	-6	-1	7	6	0	-9	15
CHRM1 agonist	-3	0	-3	-3	1	-2	-4	-4
CHO-K1 Ca antag	-12	4	-1	-8	0	-2	-9	0
CHO parental Ca	-8	2	2	-16	-5	0	.	.
CHO-K1 Ca ag	0.6	0.3	3.0	1.2	0.1	0.0	-0.2	2.4
TAAR1 ag	6	1	0	2	10	18	3	-2
CHRM1 antagonist	-26	3	15	-4	-19	2	-6	-5
M1 PAM parental	16	-10	5	11	4	7	15	9
